# PMI inhibition – human PMI inhibitors, high substrate, primary screen, biochemical, fluorescence intensity, high mannose 6-phosphate (AID 1220) | recombinant PMI enzyme, coupled fluorescence intensity; higher % means a stronger effect | inhibition, % at 20 µM, or IC50 in µM where a hit was titrated | 190,000 compounds, 0.66% hits
# KOR beta-arrestin-1 – KOR antagonists, beta-arrestin recruitment, cell-based, luminescence, uHTS (AID 1778); KOR beta-arrestin recruitment, luminescence, antagonist mode; higher % means a stronger effect; 290,000 compounds, 0.091% hits; one-dose inhibition, % at 10 µM; IC50 in µM for titrated hits; further: strong numbers were not always called active
# XIAP antagonists – small molecules displacing peptide from XIAP – biochemical, IAP family, fluorescence polarization (AID 1018); XIAP BIR domain, fluorescence polarization peptide displacement; higher % means a stronger effect; one-dose displacement, % at 20 µM; IC50 in µM for titrated hits; 200,000 compounds, 0.007% hits; in the data active means displacement above about 50%; further: a part of the inactive calls stands beside numbers as strong as those of hits
# LYP inhibition – inhibitors of LYP phosphatase, biochemical, fluorescence intensity, uHTS (AID 1779) | recombinant LYP phosphatase, fluorescence intensity; higher % means a stronger effect | one-dose inhibition, % at 11.5 µM; IC50 in µM for titrated hits | 290,000 compounds, 0.054% hits;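 further: plate controls were vehicle with enzyme for no effect and no enzyme for full effect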
# TNAP activation fold – human TNAP enzyme activators, primary screen, biochemical, luminescent, no phosphate acceptor, uHTS (AID 1001); purified TNAP, luminescent activation assay, no phosphate acceptor; higher activation fold means a stronger effect; one-dose activation fold at 20 µM; EC50 in µM for titrated hits; 200,000 compounds, 0.03% hits; in the data active means activation fold from about 3, or a potency from the dose series; inactive means the rest, 99 in 100 with activation fold below about 1.6; further: many of its hits are not listed in these tables
# NOD2 inhibition – inhibition of NOD2-driven NF-kB reporter – cell-based, luminescence, uHTS, HEK293 (AID 1566); HEK293 NOD2/NF-kB luciferase reporter, luminescence; higher % means a stronger effect; one-dose inhibition, % at 4 µM; EC50 in µM for titrated hits; 290,000 compounds, 0.63% hits; further: many of its hits are not listed in these tables
# KOR beta-arrestin-2 – kappa opioid receptor activators – cell-based, luminescence, uHTS, primary screen (AID 1777). KOR beta-arrestin recruitment, luminescence; higher % means a stronger effect. activation, % at 10 µM; hits with a dose series show EC50 in µM. 280,000 compounds, 0.02% hits; in the data active means activation above about 50%, passing the limit was not always enough; further: a part of the inactive calls stands beside numbers as strong as those of hits
# PMI inhibitors – inhibitors of human PMI, primary screen, biochemical, fluorescence intensity, coupled assay (AID 1209). purified PMI enzyme, coupled fluorescence intensity; higher % means a stronger effect. inhibition, % at 20 µM; hits with a dose series show IC50 in µM. 190,000 compounds, 0.42% hits;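 further: plate controls were DMSO vehicle for no effect and wells lacking substrate for full effect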
# NOD1 NF-kB reporter – NOD1 signaling inhibitors, primary screen, cell-based, luminescence, uHTS (AID 1578). NOD1-driven NF-kB luciferase reporter cells, luminescence; higher % means a stronger effect. inhibition, % at 4 µM, or EC50 in µM where a hit was titrated. 290,000 compounds, 1% hits; in the data active means inhibition mostly above about 36%, no sharp cut-off; inactive means mostly below about 34%;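 further: HEK-293T reporter cells stimulated with the NOD1 agonist gamma-tri-DAP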
# * marks the source's active call; other numbers are inactive results; nt = no result given; [ ] = another dose, or the depositor's remark. Unless noted, no stated cut-off is given here; in the data, active means inhibition above about 50%; inactive means the rest.
# Values run as follows: NOD2 inhibition | LYP inhibition | NOD1 NF-kB reporter | XIAP antagonists | KOR beta-arrestin-1 | TNAP activation fold | PMI inhibition | KOR beta-arrestin-2 | PMI inhibitors
Cc1ccc(CNC(=O)C2CC(=O)N(C3CCCCCCC3)C2)cc1 (configuration not stated)
→ -4% | -8% | -26% | -22% | -23% | 1.1 | 0% | 3.9% | 13%
Nc1nnnn1/N=C/C=C/c1ccccc1
→ -4% | -2% | 10% | -2.4% | 5% | 1.1 | 0% | -3.0% | -2%
COP(=O)(OC)C(NC(=O)Nc1ccccc1)c1ccccc1 (configuration not stated)
→ -23% | -2% | -7% | nt | 10% | nt | nt | -3.0% | nt
COc1ccc(S(=O)(=O)N2CCCCC2)cc1NC(=O)c1ccc(=O)[nH]c1
→ 6% | 1% | -34% | -2.0% | -17% | 1.1 | 12% | 0.7% | 5%
Cc1cc(C)n2nc(C(=O)N3CCOCC3)nc2n1
→ 6% | -7% | 10% | -10% | -38% | 1 | -4% | 22% | 0%
CCCCC[C@H](O)/C=C/[C@@H]1[C@@H](C/C=C\CCCC(=O)O)[C@H]2CO[C@@H]1C2
→ 12% | -2% | -32% | 1.2% | -42% | 1.1 | -5% | -2.7% | -6%
CC1(C)NC(=O)N(CC(O)COc2ccccc2[N+](=O)[O-])C1=O (configuration not stated)
→ 10% | -3% | -25% | -5.3% | 13% | 1.2 | 9% | -0.5% | 2%
CCOC(=O)C1=C(C)OC(N)=C(C#N)C1c1ccoc1 (configuration not stated)
→ 10% | -4% | -8% | 1.8% | 16% | 1.1 | 8% | -3.2% | 11%
CCCc1nc2ccccc2c(C(=O)OCC(=O)Nc2c(C)n(C)n(-c3ccccc3)c2=O)c1CC
→ 8% | -29% | -17% | 0.3% | 0% | 0.9 | 9% | -3.5% | 20%
COc1ccccc1Oc1cc(C#N)c(C#N)cc1-n1nnc2ccccc21
→ 15% | -1% | 62% | -2.5% | 7% | 0.9 | -5% | 1.7% | -8%
CCOc1ccccc1C1CC(=O)Nc2cc(OC)c(OC)c(OC)c21 (configuration not stated)
→ 11% | 4% | 10% | -9.5% | -22% | 1 | 9% | 8.7% | 10%
Cc1cc(-c2ccccc2)c2nncn2n1
→ 3% | -1% | 14% | -8.4% | -199% | 1 | 3% | -4.7% | 12%
CS(=O)(=O)N1CCC(C(=O)NCc2ccc(Cl)cc2)CC1
→ 15% | -7% | 2% | nt | -11% | nt | nt | 5.9% | nt
Cc1ccc(C(=O)COC(=O)CNC(=O)c2cccs2)cc1
→ 17% | -2% | -17% | -6.3% | -21% | 1.1 | 0% | 2.9% | 6%
COc1cc2[nH]c(=O)n(Cc3ccccc3Cl)c(=O)c2cc1OC
→ 15% | 1% | -6% | -7.8% | 13% | 1 | 1% | -1.6% | -1%
Cc1ccc(C(=O)N2C(=S)C(c3ccc(F)cc3)=NC23CCN(C)CC3)cc1
→ 8% | -4% | 27% | -4.4% | -52% | 1 | -4% | 13% | 9%
CCOc1ccc(/C(O)=C2\C(=O)C(=O)N(CCN(C)C)C2c2cccc(OC)c2OC)cc1Cl (configuration not stated)
→ -4% | -2% | -28% | -1.6% | 1% | 1.1 | -43% | 2.0% | -13%
O=C(Nc1ccc(Cl)cc1)c1cc2nc(C3CC3)cc(C(F)(F)F)n2n1
→ 23% | 4% | -28% | -2.9% | -2% | 1.1 | -2% | -0.5% | 2%
Cc1cc(C)cc(NC(=O)CCC(=O)Nc2cc(C)on2)c1
→ 25% | -9% | 3% | -5.1% | 6% | 1.1 | 16% | -4.1% | 11%
CCOC(=O)C(O)(CC(=O)Nc1cc(F)ccc1C)C(F)(F)F (configuration not stated)
→ -1% | -7% | -24% | -4.0% | 18% | 1.1 | -20% | 7.3% | -16%
CCOC(=O)/C(N=Nc1ccc(Cl)cc1)=C(/O)c1ccc([N+](=O)[O-])cc1
→ -16% | -6% | -18% | -2.5% | 1% | 1.1 | -2% | 2.9% | -1%
O=C(CC(=O)N/N=C/c1c(F)cccc1Cl)NCc1ccccc1
→ 6% | -4% | -21% | -1.8% | -11% | 1.1 | -3% | -1.5% | 2%
CC1(C)C/C(=N\NC(=S)Nc2ccccc2F)c2cc(O)ccc2O1
→ 21% | -2% | -1% | -2.7% | 15% | 1.1 | -2% | -3.4% | 7%
O=C(/C=C/c1cccs1)N1CCN(Cc2ccc3c(c2)OCO3)CC1
→ -6% | 0% | -24% | -8.3% | nt | 1.1 | 21% | 1.1% | 4%
Cc1ccc(OCC(=O)NNC(=O)CSc2nnc(-c3ccc(C)cc3)n2C)cc1
→ 5% | -2% | -26% | -21% | 1% | 2.7 | -1% | 2.5% | 12%
O=C1CCCC/C1=N\Nc1ccc(C2CCCCC2)cc1
→ -55% | 3% | -15% | nt | 4% | nt | nt | -1.0% | nt
CN(Cc1cn(-c2ccccc2)nc1-c1ccc2c(c1)OCO2)Cc1nccn1C
→ -11% | 3% | -35% | -2.7% | 1% | 1 | 4% | 2.1% | 12%
CC(=O)c1ccc(C(=O)N2CCCC(CNC(=O)c3ccccc3Cl)C2)cc1 (configuration not stated)
→ 0% | -8% | -30% | nt | 41% | nt | nt | -2.5% | nt
CCN1CCN(c2oc(-c3ccco3)nc2C#N)CC1
→ 18% | -9% | 8% | nt | 9% | nt | nt | -2.2% | nt
Cc1ccc(-c2onc(C)c2C)cc1S(=O)(=O)N1CCOc2ccccc21
→ 40% | -4% | -1% | nt | -33% | nt | nt | 3.2% | nt
COc1cccc(CNC(=O)CCC2CCCN(c3cc(C)nc(N(C)C)n3)C2)c1 (configuration not stated)
→ 23% | 2% | -21% | -4.8% | -17%[20 µM] | 1.1 | -4% | nt | -3%
COc1ccc(CCN2C(=O)CS/C2=N/NC(=O)c2ccccc2F)cc1OC
→ 15% | 1% | 3% | -14% | -4% | 1 | 9% | 24% | 20%
CCC1Oc2ccc(C)cc2N(CC(=O)N(Cc2cccnc2)Cc2cccc(F)c2)C1=O (configuration not stated)
→ 10% | -7% | 35%* | -4.8% | -2% | 1 | 17% | 10% | 13%
CCn1ccnc1CN1CCCCC1C(=O)Nc1ccc(Oc2cccnc2)cc1 (configuration not stated)
→ 12% | -6% | 6% | nt | -22% | nt | nt | 2.1% | nt
CCn1ccnc1C(O)c1cccc(OC)c1OC (configuration not stated)
→ -3% | -13% | -32% | -6.7% | -9% | 1.2 | 4% | 13% | 6%
CC(C)Sc1nc2c(c(=O)[nH]c(=O)n2C)n1C
→ -3% | -7% | -28% | -8.3% | -16% | 0.9 | -9% | -5.1% | -9%
Cc1ccc(-c2nnc(Nc3ccc(CC(N)=O)cc3)c3ccccc23)cc1
→ 16% | 2% | 22% | -4.4% | 17% | 1 | 7% | -3.2% | 13%
COc1ccc(CNCc2cccc(Cl)c2)cc1
→ -2% | 4% | -27% | -10% | 19% | 1 | -12% | -1.6% | 1%
O=C(NCCc1ccc(Cl)cc1)c1ccc(CS(=O)Cc2ccc(Cl)cc2)o1 (configuration not stated)
→ -5% | -9% | -22% | nt | -33% | nt | nt | 6.8% | nt
Cc1ccc(N/C(N)=N/c2nc(C)cc(C)n2)cc1
→ 2% | 1% | -36% | -3.3% | 6% | 1.1 | 20% | 0.9% | -1%
Cc1ccc(C)c(OCC(=O)Nc2ccccc2N2CCCC2)c1
→ -7% | 2% | -28% | nt | 5% | nt | nt | 5.4% | nt
COc1ccccc1NC(=O)CCN1CCN(CCC(=O)Nc2ccccc2OC)CC1
→ -29% | -1% | 2% | -3.8% | -18% | 1 | -12% | 32% | -14%
CCOC(=O)C(=CNc1nc(-c2ccc3ccccc3c2)cs1)C(=O)OCC
→ -13% | -9% | -2% | nt | 1% | nt | nt | -2.7% | nt
COCCCNC(=O)c1ccc2c(c1)ncn2-c1ccccc1OC
→ -28% | -10% | 27% | 3.7% | -93% | 1 | -14% | 3.4% | -2%
COc1ccc(/C(C)=N/NC(=O)c2ccncc2)cc1
→ 5% | -6% | -38% | nt | -11%[20 µM] | nt | nt | -5.3% | nt
Cc1cc(C)c(/C=N/n2c(C)cc(C)c(C#N)c2=O)c(C)c1
→ 6% | -3% | -25% | -1.8% | -6% | 1.1 | 14% | -2.4% | 7%
COc1ccc(NC(=O)c2cc(-c3ccc4c(c3)OCO4)on2)cc1OC
→ -1% | -11% | -52% | nt | -29% | nt | nt | 6.7% | nt
O=C(CCCCn1c(=O)c2ccccc2n(CC(=O)Nc2ccc(F)cc2)c1=O)NCc1ccco1
→ 18% | 3% | 0% | -5.9% | 43% | 1.1 | 17% | -2.0% | 13%

# Molecules listed so far with a halogen, in the order listed:
# Values run as follows: NOD2 inhibition | LYP inhibition | NOD1 NF-kB reporter | XIAP antagonists | KOR beta-arrestin-1 | TNAP activation fold | PMI inhibition | KOR beta-arrestin-2 | PMI inhibitors
CS(=O)(=O)N1CCC(C(=O)NCc2ccc(Cl)cc2)CC1
→ 15% | -7% | 2% | nt | -11% | nt | nt | 5.9% | nt
COc1cc2[nH]c(=O)n(Cc3ccccc3Cl)c(=O)c2cc1OC
→ 15% | 1% | -6% | -7.8% | 13% | 1 | 1% | -1.6% | -1%
Cc1ccc(C(=O)N2C(=S)C(c3ccc(F)cc3)=NC23CCN(C)CC3)cc1
→ 8% | -4% | 27% | -4.4% | -52% | 1 | -4% | 13% | 9%
CCOc1ccc(/C(O)=C2\C(=O)C(=O)N(CCN(C)C)C2c2cccc(OC)c2OC)cc1Cl (configuration not stated)
→ -4% | -2% | -28% | -1.6% | 1% | 1.1 | -43% | 2.0% | -13%
O=C(Nc1ccc(Cl)cc1)c1cc2nc(C3CC3)cc(C(F)(F)F)n2n1
→ 23% | 4% | -28% | -2.9% | -2% | 1.1 | -2% | -0.5% | 2%
CCOC(=O)C(O)(CC(=O)Nc1cc(F)ccc1C)C(F)(F)F (configuration not stated)
→ -1% | -7% | -24% | -4.0% | 18% | 1.1 | -20% | 7.3% | -16%
CCOC(=O)/C(N=Nc1ccc(Cl)cc1)=C(/O)c1ccc([N+](=O)[O-])cc1
→ -16% | -6% | -18% | -2.5% | 1% | 1.1 | -2% | 2.9% | -1%
O=C(CC(=O)N/N=C/c1c(F)cccc1Cl)NCc1ccccc1
→ 6% | -4% | -21% | -1.8% | -11% | 1.1 | -3% | -1.5% | 2%
CC1(C)C/C(=N\NC(=S)Nc2ccccc2F)c2cc(O)ccc2O1
→ 21% | -2% | -1% | -2.7% | 15% | 1.1 | -2% | -3.4% | 7%
CC(=O)c1ccc(C(=O)N2CCCC(CNC(=O)c3ccccc3Cl)C2)cc1 (configuration not stated)
→ 0% | -8% | -30% | nt | 41% | nt | nt | -2.5% | nt
COc1ccc(CCN2C(=O)CS/C2=N/NC(=O)c2ccccc2F)cc1OC
→ 15% | 1% | 3% | -14% | -4% | 1 | 9% | 24% | 20%
CCC1Oc2ccc(C)cc2N(CC(=O)N(Cc2cccnc2)Cc2cccc(F)c2)C1=O (configuration not stated)
→ 10% | -7% | 35%* | -4.8% | -2% | 1 | 17% | 10% | 13%
COc1ccc(CNCc2cccc(Cl)c2)cc1
→ -2% | 4% | -27% | -10% | 19% | 1 | -12% | -1.6% | 1%
O=C(NCCc1ccc(Cl)cc1)c1ccc(CS(=O)Cc2ccc(Cl)cc2)o1 (configuration not stated)
→ -5% | -9% | -22% | nt | -33% | nt | nt | 6.8% | nt
O=C(CCCCn1c(=O)c2ccccc2n(CC(=O)Nc2ccc(F)cc2)c1=O)NCc1ccco1
→ 18% | 3% | 0% | -5.9% | 43% | 1.1 | 17% | -2.0% | 13%

# Screening results as filed in PubChem.

# The list is partial; rates above refer to the full screens.
